AddAB inh: growth inhibition of E. coli expressing H. pylori AddAB, primary screen, AddAB inhibitor project, absorbance. inhibition, % at 11.9 µM. 0.29% of 330,000 active. AID 435030, 2010; in the data active = inhibition above about 12%;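 note: 0% = vehicle wells of infected cells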
PKA-R2B activ: activators of PKA-R2B holoenzyme, primary screen, biochemical, fluorescence polarization, Cy5-IP20, human. 0.079% of 340,000 active. PKA-R2B holoenzyme dissociation; R2B truncated from residue 108, S112A mutant; 0% DMSO only, 100% 113 µM cGMP. activation, % at 11.4 µM. AID 504700, 2011. cAMP-dependent protein kinase catalytic subunit beta (Homo sapiens) + cAMP-dependent …;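 active = activation above a cutoff set at the mean over all compounds plus 3 SD, cut at about 18% in these data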;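 note: higher means more holoenzyme dissociation and a rise in polarization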
Target sequence (P31323 whole entry, looked up, other chains not shown, the tested form may be a part): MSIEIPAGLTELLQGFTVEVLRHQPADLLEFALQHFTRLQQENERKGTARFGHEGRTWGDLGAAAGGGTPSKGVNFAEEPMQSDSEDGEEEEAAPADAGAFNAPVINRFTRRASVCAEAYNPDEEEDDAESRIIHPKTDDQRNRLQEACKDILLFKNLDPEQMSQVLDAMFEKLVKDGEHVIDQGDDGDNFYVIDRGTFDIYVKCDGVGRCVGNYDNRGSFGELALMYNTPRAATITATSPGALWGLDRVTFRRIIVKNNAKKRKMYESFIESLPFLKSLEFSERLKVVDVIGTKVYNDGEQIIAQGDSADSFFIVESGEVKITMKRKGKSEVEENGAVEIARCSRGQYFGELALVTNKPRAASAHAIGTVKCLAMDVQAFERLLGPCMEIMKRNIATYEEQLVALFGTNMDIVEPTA
HTR5A inv ag: HTR5A inverse agonists in luminescence cell assay, primary screen, counter-screen for OPRM1-OPRD1 heterodimer inverse agonist project, full-deck HTS. 5-hydroxytryptamine receptor 5A (Homo sapiens), P47898. HTR5A cell line, inverse agonism. inhibition, % at 9.3 µM. 0.083% of 340,000 active; in the data active = inhibition mostly above about 23%, no sharp cut-off; inactive = mostly below about 18%;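 note: 0% = cells with DMSO and 100% = no-cell wells with DMSO; some compounds called inactive have numbers as strong as hits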
Target sequence (P47898 whole entry, looked up): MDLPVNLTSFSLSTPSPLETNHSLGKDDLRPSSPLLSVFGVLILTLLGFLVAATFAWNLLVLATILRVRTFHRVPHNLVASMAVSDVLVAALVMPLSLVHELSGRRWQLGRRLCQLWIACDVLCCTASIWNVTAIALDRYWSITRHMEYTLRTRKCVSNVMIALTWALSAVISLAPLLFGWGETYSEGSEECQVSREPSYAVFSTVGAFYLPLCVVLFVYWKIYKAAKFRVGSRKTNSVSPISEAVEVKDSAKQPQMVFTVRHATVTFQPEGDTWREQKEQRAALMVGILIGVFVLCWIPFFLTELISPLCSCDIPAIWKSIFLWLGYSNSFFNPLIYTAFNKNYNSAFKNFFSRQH
Ecoli viability: E. coli V3065 growth inhibition, primary screen, counter-screen for AddAB inhibitor project, absorbance, OD600. 18 h. inhibition, % at 11.9 µM. 0.27% of 330,000 active. AID 449728, 2010;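 active = inhibition above the campaign's mean inhibition across all tested compounds plus 3 SD, cut at about 9.9% in these data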;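 note: uninfected addAB+ strain grown without phage in ampicillin broth; 0% = DMSO wells and 100% = ciprofloxacin 0.95 µg/ml wells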
phage Ecoli inh: growth loss of phage-infected E. coli, primary screen, RecBCD inhibitor project, absorbance, with phage, HTS. 0.26% of 360,000 active. inhibition, % at 11.9 µM. AID 651602, 2012; in the data active = inhibition above about 11%
Tat export inh: E. coli Tat export inhibitors, primary screen, MC4100, TorA-mCherry reporter, fluorescence, single point | 0.036% of 340,000 active | inhibition, % at 10 µM | AID 488895, 2010;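 active = mean replicate inhibition at least 50% and at least half of replicates individually reaching 50%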;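 note: exported cargo escapes ClpAP degradation while cytoplasmic cargo is degraded and loses fluorescence; 0% = median of neutral control wells and 100% = median of NaSCN control wells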
Mot1-301 SUMO: yeast Mot1-301 growth rescue at high temperature, primary screen, SUMOylation pathway inhibitor project, S. cerevisiae, ATP luminescence, 38.5C; S. cerevisiae Mot1-301 growth rescue; percent above DMSO median, 100 means doubled; growth rescue, % at 18.8 µM; 1% of 320,000 active; AID 2716, 2010;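 active = every valid replicate shows activation above 250% relative to neutral control wells; inactive = the rest, any valid replicate at or below 250%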;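 note: OY570 slx delta 5 strain wells were the positive control but not used for scaling; some compounds called inactive have numbers as strong as hits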
OPRM1-OPRD1 ag: agonists of OPRM1-OPRD1 heterodimerization, primary screen, cell-based, luminescence; cells; 0.3% of 340,000 active; AID 504326, 2011; activation, % at 9.3 µM; in the data active = activation above about 18%;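 note: 0% = vehicle-treated cells and 100% = reference agonist; values of inactives mirror those of a sister screen read the other way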
MOR-DOR inv ag: inverse agonists of MOR-DOR heterodimerization, primary screen, cell-based, luminescence; cell-based MOR-DOR heterodimer luminescence, inverse agonism; Mu-type opioid receptor (Homo sapiens) + Delta-type opioid receptor (Homo sapiens), …; inhibition, % at 9.3 µM; 0.21% of 340,000 active; in the data active = inhibition above about 22%, passing the limit was not always enough;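 note: 0% = cells with DMSO and 100% = wells without cells with DMSO; values of inactives mirror those of a sister screen read the other way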
PKA-R1A activ: activators of PKA-R1A holoenzyme, primary screen, biochemical, fluorescence polarization, Cy5-IP20, bovine R1A, mouse PKAc; cAMP-dependent protein kinase type I-alpha regulatory subunit (Bos taurus) + …; PKA-R1A dissociation; scaled: DMSO 0%, 113 µM cGMP 100%; activation, % at 11.4 µM; 0.083% of 340,000 active;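 active = percent activation above the mean of all tested compounds plus 3 SD, cut at about 19% in these data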;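 note: higher means more PKAc released from R1A so a rise in polarization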
PfHsp90 yeast 2: growth inhibition of PfHsp90-expressing yeast, primary screen, antimalarial PfHsp90 inhibitor project, S. cerevisiae, BacTiter-Glo luminescence, single point, set 2; BacTiter-Glo ATP, 48 h; yeast lacking PDR1 and PDR3 efflux regulators; inhibition, % at 9.4 µM; 0.32% of 310,000 active; AID 504621, 2011;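 active = every replicate shows inhibition above about 80%, whatever the replicate mean, limit read from the data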;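 note: 0% = DMSO neutral controls and 100% = 20 µM radicicol positive controls; yeast relying on Plasmodium falciparum Hsp90 in place of its own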
* = called active by the depositor; . = not tested or not shown.

SMILES	AddAB inh	PKA-R2B activ	HTR5A inv ag	Ecoli viability	phage Ecoli inh	Tat export inh	Mot1-301 SUMO	OPRM1-OPRD1 ag	MOR-DOR inv ag	PKA-R1A activ	PfHsp90 yeast 2
COc1ccc([C@H]2/C=C\CN(C(=O)[C@H](Cc3ccccc3)NC(=O)OCC3c4ccccc4-c4ccccc43)CC(=O)N2Cc2ccc(F)cc2)cc1	1.6	1	-11	-0.3	2.8	-4	7	0.5	-3	3	.
COc1ccc(C2Sc3nncn3N2Cc2ccc(C#N)cc2)cc1 (stereo not given)	0.6	5	2	0.0	1.6	-8	-29	-3.2	18	-3	10
CCOC(=O)c1ccc(NC(=S)NNC(C)(C)C)cc1	1.4	.	.	4.1	3.5	0	26	.	.	.	21
Cc1ccc(CNC(=O)c2ccc(N3CCC4(CC3)CC(c3ccccc3)=NO4)c(NC(=O)c3c(Cl)cccc3Cl)c2)cc1	-0.6	-4	-6	1.9	1.6	1	-4	-1.9	11	-4	.
COc1ccccc1N(C)S(=O)(=O)c1ccc(C(=O)N2CCCC(C(F)(F)F)C2)cc1 (stereo not given)	2.4	0	3	0.9	.	11	-10	0.3	-2	-7	.
Cc1ccc(NC(=O)C2CCCN2C(=O)OCc2ccccc2)cc1C (stereo not given)	1.8	0	0	1.9	0.1	-1	9	3.4	-14	-1	-9
CC(=O)c1ccc(NC(=O)C2Cc3ccccc3CN2C(=O)c2ccccc2)cc1 (stereo not given)	0.8	-8	-5	-1.2	0.3	4	65	-0.7	3	-9	6
Cc1ccc(-c2csc(/C(C#N)=C/Nc3ccccc3SC(F)(F)F)n2)c(C)c1	0.5	7	-12	1.1	3.2	-1	147	-1.1	7	5	-3
O=C1c2ccccc2C(=O)c2c1cccc2N1CCOCC1	-2.8	-6	-12	-0.9	0.2	12	-19	-1.3	8	-3	6
CCOC(=O)c1c(C)n(C)c2ccc(OCC(O)Cn3nc(C)c(Br)c3C)cc12 (stereo not given)	0.4	-13	-15	-1.0	-1.1	20	6	0.9	-5	-14	.
COc1cc(C(=O)NC(=S)Nc2ccc3c(c2)C(=O)N(C)C3=O)cc(OC)c1OC	3.0	-6	18	-1.1	2.0	-3	22	-3.8	18	-10	2
Cc1ccc(C(=O)Nc2ccc(NC(=O)c3cccs3)cc2)cc1[N+](=O)[O-]	0.2	-6	-15	-1.1	2.5	-3	.	1.2	-8	13	11
O=C(/C=C/c1ccc(F)cc1)N1CC[C@@]2(O)CCCC[C@H]2C1	0.2	0	6	0.5	-0.1	2	261	0.0	0	-1	-17
Cc1ccc(S(=O)(=O)N(C)CC(=O)OCC(=O)c2ccc3c(c2)NC(=O)CO3)cc1	-1.5	-7	-7	-0.5	3.0	0	21	-2.0	10	-14	0
CC(=O)Nc1ccc(NC(=O)COc2ccc(Cl)cc2Cl)cc1	-0.5	-12	-7	-1.0	3.3	3	4	-2.1	12	-1	7
N#C/C(=C\c1ccc(OC(F)F)cc1)C(=O)N1CCCCC1	0.5	2	9	-0.2	3.3	0	-17	1.7	-8	1	-8
CC(=O)C[C@@H](O)CC(=O)[C@@H]1OC(=O)[C@@H](C)C/C=C\Cc2ccccc21	1.7	6	-26	-2.9	1.6	-5	-7	0.3	-1	2	8
Cc1noc(C)c1NC(=O)N(C)C[C@@H]1Oc2c(NC(=O)c3ccncc3)cccc2C(=O)N([C@H](C)CO)C[C@@H]1C	4.6	-15	-27	1.1	-0.8	3	-24	-2.1	12	18	30
CC(Sc1ccccc1)C(=O)NN=C1CCN(C)CC1 (stereo not given)	4.7	.	.	2.9	5.0	3	-7	.	.	.	22
Cc1cc(C)n2cc(COc3ccc4ccccc4c3)nc2n1	3.7	2	-15	-0.8	4.7	3	7	-1.0	5	0	-23
O=C1/C(=C/c2cccnc2)Oc2cc(OS(=O)(=O)c3ccc(Cl)cc3)ccc21	1.3	2	-2	0.5	0.7	-2	-11	-1.6	8	-10	16
OCCC1CN(Cc2cc(F)ccc2-n2cccn2)CCN1Cc1ccc(F)cc1 (stereo not given)	2.0	-1	27	0.5	2.4	-3	34	-3.9	21	-9	-2
COc1ccc(C(=O)c2nccc3cc(OC)c(OC)cc23)cc1OC	-0.8	-5	-22	-2.1	.	2	-5	7.7	-32	3	-27
CCOCCCNc1c2c(nc3cc(-c4ccc(F)cc4)nn13)CCC2	1.0	17	-14	1.4	0.7	-4	.	-1.1	5	-1	-9
CCc1ccccc1N1CC23C=CC(O2)C(C(=O)O)C3C1=O (stereo not given)	4.8	0	11	0.2	3.2	-1	17	-1.1	5	1	2
O=C(CSC1=N/C(=C/c2ccc(Cl)c(Cl)c2)C(=O)N1c1ccccc1F)NC1CC1	0.3	4	37*	-1.2	4.4	-6	5	-1.2	8	-3	-16
O=C(NCC1CCCO1)C(=O)N/N=C/c1ccc(O)c(Cl)c1 (stereo not given)	-1.4	-7	-21	-0.6	0.9	-2	-8	-1.2	6	6	1
O=C(NCC1CCCO1)C1CCN(S(=O)(=O)c2cccnc2)CC1 (stereo not given)	2.4	-7	4	1.4	2.1	-8	-3	-2.0	9	-9	.
CSC1=NSC2=NC(=O)/C(=C\c3ccc(OC(=O)c4ccco4)cc3)C(=N)N12	2.6	2	7	-2.8	2.1	-4	7	-3.1	17	2	-3
CCC(C)(C)n1nnnc1C(CC(C)C)N1CCC(C(N)=O)CC1 (stereo not given)	4.8	3	7	1.4	1.2	4	15	-3.9	16	10	-13
CON(C)S(=O)(=O)c1ccc2c(c1)N(Cc1ccc(C)cc1)C(=O)C1CCCN21 (stereo not given)	0.3	-8	10	-1.4	2.6	-7	3	-1.9	10	-6	-18
CC(C)(C)NC(=O)CSC(=Nc1cccc(F)c1)NC#N	0.9	-7	-38	0.9	2.9	2	-9	-3.1	16	-4	7
CCN1CCN(C(=O)c2ccc(C(F)(F)F)cc2)CC1	5.0	-2	6	0.5	1.7	1	40	-1.7	9	6	-13
COc1ccc(OCC(=O)OCCN2C(=O)c3ccccc3C2=O)cc1	0.8	1	-4	2.2	3.7	3	4	-1.5	7	0	-20
Cc1cc(C(=O)OCC(=O)Nc2ccccc2F)c(C)o1	2.7	-14	-8	0.5	2.0	3	320	1.8	-10	-5	0
O=c1c2ccccc2nc(COc2ccccc2)n1/N=C/c1c[nH]c2ccccc12	0.7	-19	7	-0.5	4.3	4	50	1.7	-9	0	-21
CCOc1cccc(C2C(C#N)=C(N)Oc3cc(C)n(Cc4ccccn4)c(=O)c32)c1OCC (stereo not given)	1.6	-2	5	-2.5	4.1	5	155	1.8	-8	-10	-2
CCOc1ccc2nc(SCC(=O)NCc3ccco3)sc2c1	0.2	0	17	-1.8	2.0	0	2	0.3	-1	-19	.
Cc1c(Cc2ccccc2)c(=O)oc2cc(OCC(=O)NCC(O)c3ccccc3)ccc12 (stereo not given)	1.9	7	-24	-2.6	-0.2	-1	-2	-0.9	5	3	-15
COc1ccccc1C(=O)NNC(=O)c1ccc(NS(=O)(=O)c2cccs2)cc1	0.1	2	6	0.9	0.4	0	-6	-0.7	4	-16	-34
Cc1cc(C(=O)OCC(=O)NC(=O)NC(C)(C)C)c(C)o1	2.4	7	-8	2.1	3.7	7	3	-1.8	9	5	14
COc1cc(/C=N/NC(=O)CC2(C)OCCCO2)ccc1OCc1ccc(Cl)cc1Cl	0.0	4	-13	-2.5	1.5	16	24	-1.8	11	-2	-29
CN1CCN(S(=O)(=O)c2ccc(C(=O)NC3CCCCC3)cc2)CC1	.	-1	10	.	6.5	1	.	-1.6	8	-2	-15
Cc1cccc(OCC(=O)Nc2nnc(-c3ccco3)s2)c1	4.5	2	-8	3.0	0.3	-1	-5	-1.2	8	9	-9
COc1ccc(N/C=C(\C2OC(=O)c3ccccc32)[N+](=O)[O-])cc1 (stereo not given)	5.3	1	9	2.9	3.6	1	-33	-1.1	6	9	-4
CCc1ccccc1OCC(=O)Nc1cccc(S(=O)(=O)NC2=NCCCCC2)c1	-1.4	2	-25	-1.9	8.8	-3	10	-3.9	15	4	-4
COCC(=O)OCn1nnc2ccccc2c1=O	0.8	-6	-4	-5.9	3.5	3	6	-2.7	15	-7	-17
NC(=O)C[n+]1cccc(C(=O)Nc2ccccc2)c1	-2.3	2	1	-4.4	2.6	-3	28	-1.1	5	2	-2
C[C@](N)(Cc1ccc(O)c(O)c1)C(=O)O	.	0	-8	.	3.6	8	.	-0.5	3	-25	-14
O=C(Cc1ccc([N+](=O)[O-])cc1)Nc1ccc(Br)cn1	0.7	-4	-14	-2.7	2.5	5	-11	-2.0	9	3	22

Entries above containing a Cl atom, in the order listed:
SMILES	AddAB inh	PKA-R2B activ	HTR5A inv ag	Ecoli viability	phage Ecoli inh	Tat export inh	Mot1-301 SUMO	OPRM1-OPRD1 ag	MOR-DOR inv ag	PKA-R1A activ	PfHsp90 yeast 2
Cc1ccc(CNC(=O)c2ccc(N3CCC4(CC3)CC(c3ccccc3)=NO4)c(NC(=O)c3c(Cl)cccc3Cl)c2)cc1	-0.6	-4	-6	1.9	1.6	1	-4	-1.9	11	-4	.
CC(=O)Nc1ccc(NC(=O)COc2ccc(Cl)cc2Cl)cc1	-0.5	-12	-7	-1.0	3.3	3	4	-2.1	12	-1	7
O=C1/C(=C/c2cccnc2)Oc2cc(OS(=O)(=O)c3ccc(Cl)cc3)ccc21	1.3	2	-2	0.5	0.7	-2	-11	-1.6	8	-10	16
O=C(CSC1=N/C(=C/c2ccc(Cl)c(Cl)c2)C(=O)N1c1ccccc1F)NC1CC1	0.3	4	37*	-1.2	4.4	-6	5	-1.2	8	-3	-16
O=C(NCC1CCCO1)C(=O)N/N=C/c1ccc(O)c(Cl)c1 (stereo not given)	-1.4	-7	-21	-0.6	0.9	-2	-8	-1.2	6	6	1
COc1cc(/C=N/NC(=O)CC2(C)OCCCO2)ccc1OCc1ccc(Cl)cc1Cl	0.0	4	-13	-2.5	1.5	16	24	-1.8	11	-2	-29

Screens as filed in PubChem.
